Compound activity: PubChem BioAssay, Southern Research Specialized Biocontainment Screening Center
Salmonella PhoP GFP – PhoP regulon inhibitors, Salmonella typhi PhoP promoter GFP reporter, confirmatory (AID 1850); Salmonella Typhi PhoP-promoter GFP reporter, fluorescence, 4 h; higher % means a stronger effect; 0.33% of 310,000 active; one-dose inhibition, % at 50 µM; IC50 in µM for titrated hits; in the data active = a potency from the dose series; inconclusive = inhibition mostly from about 25% at the one dose, without a potency; inactive = the rest, 99 in 100 with inhibition below about 19%;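 also: 0% = induced wells with vehicle and 100% = uninduced wells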
H37Rv inhibition – M. tuberculosis growth inhibition, HTS (AID 449762). 0.59% of 330,000 active. inhibition, % at 25 µM, or IC50 in µM where a hit was titrated. M. tuberculosis H37Rv growth inhibition, 7H9 media; higher % means a stronger effect; in the data active = a potency from the dose series; inconclusive = inhibition above about 70% without an active follow-up result;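 also: bacterial growth assessed after seven days of incubation; strong numbers were not always called active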
M. tuberculosis – growth inhibition of non-replicating M. tuberculosis (AID 488890); inhibition, % at 25 µM; hits with a dose series show IC50 in µM; 0.39% of 320,000 active; Mycobacterium tuberculosis non-replicating, growth inhibition; higher % means a stronger effect; in the data active = a potency from the dose series; inconclusive = inhibition mostly from about 82% at the one dose, without a potency; inactive = the rest, 99 in 100 with inhibition below about 76%;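 also: plate controls were DMSO cells for no effect and high antibiotic wells for full effect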
influenza NS1A – H1N1 influenza NS1A inhibitors, functional cell based assay (AID 504329). NS1A functional cell-based assay, percent inhibition; higher % means a stronger effect. 0.3% of 340,000 active. one-dose inhibition, % at 12.5 µM; IC50 in µM for titrated hits; in the data active = a potency from the dose series; inconclusive = inhibition above about 27% without an active follow-up result; also: strong numbers were not always called active
VEEV TC-83 Vero – inhibitors of VEEV TC-83 cytopathic effect, confirmation, Vero cells (AID 588727). Vero cells, VEEV TC-83 cytopathic effect inhibition; higher % means a stronger effect. one-dose inhibition, % at 20 µM; IC50 in µM for titrated hits. 0.13% of 350,000 active; in the data active = a potency from the dose series; inconclusive = inhibition mostly from about 14% at the one dose, without a potency; inactive = the rest, 99 in 100 with inhibition below about 12%; also: strong numbers were not always called active
VEEV TC-83 Vero 10K pilot screen – also measured in VEEV TC-83 Vero; calls as there; inhibition, %; measured here: 10K pilot screen inhibition
Numbers without * were called inactive; i = inactive; ? = inconclusive; . = not tested or not shown.

SMILES	Salmonella PhoP GFP	H37Rv inhibition	M. tuberculosis	influenza NS1A	VEEV TC-83 Vero	others
O=c1[nH]c(=O)n(C2CCCCCC2)c(O)c1C=NCc1cccnc1	0%	-5%	-10%	-5%	4.2%
Cc1nnc(N2C(=O)C(O)=C(C(=O)c3ccco3)C2c2ccc(F)cc2)s1 (stereo unspecified)	-14%	0%	.	-10%	i
CCCOc1ccc(CSc2ncn[nH]2)cc1	-2%	?	55%	-1%	1.6%
CNC(=O)NC(=O)CSc1ncc(C(F)(F)F)cc1Cl	-6%	-4%	1%	1%	4.5%
CCOc1cc2[nH]c(=S)n(Cc3ccc(C)o3)c(=O)c2cc1OCC	0%	4%	-16%	26%	10%
COc1cc(C(=O)Nc2nc(-c3ccc(F)cc3)cs2)ccc1OCC(=O)N1CCOCC1	-3%	9%	47%	-12%	10%
CCOc1ccc(NC(=O)COC(=O)CNC(=O)c2ccc(-c3ccccc3)cc2)cc1	.	56%	0%	-10%	0.1%
Clc1ccc(N=c2ssnc2Cl)nc1	12%	3%	3.5µM*	-4%	4.5%
CCN(CC)S(=O)(=O)c1ccc(/C=C/C(=O)OCC(=O)Nc2cccnc2Cl)cc1	.	41%	?	-13%	1.7%
CCOC(=O)c1c(C)sc2c1N(C(=O)CN(CC)CC)c1ccccc1S2	3%	1%	-10%	-7%	0.7%
CC(=O)N1CCC(C(=O)Nc2ccc(S(=O)(=O)N3CCCC(C)C3)cc2)CC1 (stereo unspecified)	.	.	.	-3%	1.9%
CCN1C(=O)/C(=C/c2ccc(N3CCCC3)cc2)NC1=S	7%	-3%	52%	-2%	7.3%
Cc1ccc(C(C(=O)NC2CCCC2)N(C(=O)CNC(=O)c2cccs2)c2cccnc2)o1 (stereo unspecified)	-7%	-8%	-9%	3%	0.3%	VEEV TC-83 Vero 10K pilot screen=1.8
Cc1nc2ccc(NC(=O)CSc3ccccc3)cc2s1	.	21%	?	6%	0.3%
CCN(CC(=O)Nc1ccc(NC(C)=O)cc1)C(=O)c1ccccc1SCC(=O)N1CCCC1	.	6%	-4%	-8%	0.3%
O=C(/C(=C/c1ccccc1)n1cncn1)c1ccc(Cl)cc1Cl	0%	1%	11%	-13%	i
O=C(O)CSc1nc2sc3c(c2c(=O)n1-c1ccccc1)CCC3	-7%	-2%	13%	-7%	i
COc1ccc(OC)c(NC(=O)CSc2nc3n[nH]c(C)c3c(=N)n2-c2cccc(Cl)c2C)c1	-10%	2%	12%	3%	7.7%
Cn1c(=O)c([N+](=O)[O-])c(NC2CCS(=O)(=O)C2)c2ccccc21 (stereo unspecified)	-1%	-2%	-6%	-4%	i
Cc1cc(C(=O)CSc2nc3ccccc3o2)c(C)n1C1CC1	-9%	0%	48%	-2%	4.7%
COc1ccc(CCNC(=O)C(=O)NCC2OCCN2S(=O)(=O)c2ccc(OC)c(OC)c2)cc1OC (stereo unspecified)	-1%	-1%	15%	5%	0.9%	VEEV TC-83 Vero 10K pilot screen=2.2
CCN(CC(=O)Nc1ccc2c(c1)OCCO2)CC(=O)Nc1ccc(C)c([N+](=O)[O-])c1	.	1%	-1%	10%	0.9%
O=C(Nc1ccccc1)C1CCN(S(=O)(=O)c2cccs2)CC1	.	-5%	-4%	-2%	1.0%
CC(=O)N1CCC[C@H]1C(=O)O	-6%	7%	1%	3%	1.9%
COc1ccc(CCNC(=O)c2cc3c(=O)n4ccccc4nc3n(CCN3CCOCC3)c2=N)cc1	11%	5%	17%	-6%	5.8%
O=C(CN(Cc1ccc(F)cc1)C(=O)CNS(=O)(=O)c1ccc(F)cc1)NCc1ccco1	9%	-2%	-9%	4%	i
COC(=O)c1cc(NC(=S)NCc2ccc(Cl)cc2)cc(C(=O)OC)c1	-2%	?	72%	5%	1.0%
Cc1ccc(S(=O)(=O)N(C)CCCC(=O)Nc2cc(C)ccc2C)cc1	0%	-16%	.	23µM*	0.2%
CC(=O)NC(Cc1ccc(C(C)C)cc1)C(=O)NC1CCN(c2nc(C)cc(C)n2)CC1 (stereo unspecified)	8%	29%	23%	-1%	0.1%
CNC(=S)N1CCC(NC(=O)C(Cc2ccc(OC)cc2)NC(C)=O)CC1 (stereo unspecified)	-5%	0%	19%	-2%	0.4%
O=C1c2ccccc2C(=O)N1Cc1nc2ccccc2c(=O)n1CCCn1ccnc1	.	.	.	-1%	0.8%
CCCn1nnnc1SCC(=O)N(C(C)C)C(C)C	-14%	-3%	11%	6%	2.8%	VEEV TC-83 Vero 10K pilot screen=0.1
COc1ccc(/C=N/n2cncn2)cc1COc1ccc(NC(C)=O)cc1	-4%	-1%	8%	5%	i
COC(=O)c1sccc1NC(=O)Nc1ccccc1C	-1%	-8%	-11%	-8%	2.4%
CCc1ccc(OCC(=O)O/N=C(\N)c2ccncc2)c(Br)c1	-9%	-5%	14%	-4%	3.5%
O=C(NCc1nc2ccccc2[nH]1)C1=C[C@@H](c2ccc(C(F)(F)F)cc2)C[C@@H](OCCCCO)O1	-2%	?	24%	-9%	1.4%
COc1ccc(O)c(/C=N/NC(=O)CN2CCS(=O)(=O)CC2)c1	-10%	-2%	-13%	-3%	3.8%
CCN(CC)C(=O)c1ccc2c(=O)n(Cc3cccc(Br)c3)c(=S)[nH]c2c1	-15%	-4%	61%	.	.
CCOC(=O)c1[nH]c2c(OCC)nc(OCC)nc2c1Br	.	.	.	-21%	0.7%
CCOC(=O)c1cccc(NC(=O)CCNS(=O)(=O)c2ccc3c(c2)CCN3C(=O)CC)c1	-6%	-14%	-2%	-10%	1.6%
CCn1c(=O)c2cc(S(=O)(=O)NCc3ccccc3)ccc2n(CC)c1=O	-1%	-9%	7%	-19%	i
COc1ccc2[nH]cc(CCNC(=O)C3CCCNC3=O)c2c1 (stereo unspecified)	.	-12%	1%	-2%	1.0%
Cc1cc(C(=O)CCl)c(C)n1Cc1ccco1	-1%	?	?	0%	?
COc1cccc(CN2C(=O)[C@@H]3Cc4c([nH]c5ccccc45)C(C)(C)N3C2=O)c1	7%	-1%	40%	-3%	6.3%	VEEV TC-83 Vero 10K pilot screen=4.7
C=CCSc1nc2ccccc2c(=O)n1C1CCOC(C)(C)C1 (stereo unspecified)	0%	4%	4%	-8%	0.9%
CCn1c(SCC(=O)N2CCN(c3ccccc3)CC2)nc2c(c1=O)SC(C)C2 (stereo unspecified)	2%	5%	-7%	10%	8.3%
COc1ccc(Nc2nc(C(F)(F)F)nc(C)c2C#N)cc1	-2%	0%	14%	16%	0.7%
Cc1ccc(S(=O)(=O)N2CCN(C(=O)CSc3nc(N)cc(=O)[nH]3)CC2)c(C)c1	4%	0%	27%	4%	2.9%

Random excerpt: 4 compounds from above
SMILES	Salmonella PhoP GFP	H37Rv inhibition	M. tuberculosis	influenza NS1A	VEEV TC-83 Vero	others
CCN(CC)S(=O)(=O)c1ccc(/C=C/C(=O)OCC(=O)Nc2cccnc2Cl)cc1	.	41%	?	-13%	1.7%
COC(=O)c1sccc1NC(=O)Nc1ccccc1C	-1%	-8%	-11%	-8%	2.4%
CCc1ccc(OCC(=O)O/N=C(\N)c2ccncc2)c(Br)c1	-9%	-5%	14%	-4%	3.5%
O=C1c2ccccc2C(=O)N1Cc1nc2ccccc2c(=O)n1CCCn1ccnc1	.	.	.	-1%	0.8%

Sorted by number of heavy atoms (ascending): 3 of the compounds above
SMILES	Salmonella PhoP GFP	H37Rv inhibition	M. tuberculosis	influenza NS1A	VEEV TC-83 Vero	others
CCOC(=O)c1[nH]c2c(OCC)nc(OCC)nc2c1Br	.	.	.	-21%	0.7%
COc1ccc(Nc2nc(C(F)(F)F)nc(C)c2C#N)cc1	-2%	0%	14%	16%	0.7%
CCOC(=O)c1cccc(NC(=O)CCNS(=O)(=O)c2ccc3c(c2)CCN3C(=O)CC)c1	-6%	-14%	-2%	-10%	1.6%

(next part)
SMILES	Salmonella PhoP GFP	H37Rv inhibition	M. tuberculosis	influenza NS1A	VEEV TC-83 Vero	others
Cc1ccc(-c2nn(-c3ccccc3Cl)cc2C(=O)NCC2CCCO2)cc1 (stereo unspecified)	5%	33%	0%	0%	1.8%
CC(=O)Nc1nc2ccccc2n1Cc1ccccc1Cl	5%	?	i	-8%	i
CC(=O)N1CCN(C(=O)CCN(c2ccccc2)S(=O)(=O)c2ccc(C)cc2)CC1	-4%	1%	-3%	-2%	1.7%
Cc1nc2cc(-c3ccccc3)ccc2o1	-1%	-4%	5%	-1%	5.3%
CC(C)C(=O)Nc1ccc(N2CCN(C)CC2)c(F)c1	-6%	-1%	-3%	3%	i
COC(=O)/C(=N/Nc1ccccc1)N1CCCc2ccccc21	7%	2%	-10%	16%	2.9%
O=C(NC1CCCC1)c1cc2nc(-c3ccco3)cc(C(F)(F)F)n2n1	5%	1%	9%	1%	3.4%
COc1cc(/C=C/C(=O)OCC(=O)N(C)C2CCS(=O)(=O)C2)ccc1OC(F)F (stereo unspecified)	14%	12%	13%	-2%	1.1%
Cc1cc(-c2cc(C)c(N)cc2C)c(C)cc1N	.	.	.	4%	0.6%
O=Cc1cn(CC(=O)N2CCc3ccccc32)c2ccccc12	-8%	1%	-9%	1%	2.8%
CCOc1ccc(N2Cc3ccccc3C2)cc1	-7%	?	58%	2%	0.2%
Cc1ccc(C(c2nnnn2C(C)(C)C)N2CCN(C3CCCC3)CC2)cc1 (stereo unspecified)	6%	-5%	16%	-2%	0.1%
COc1ccc(N2CCN(C(=O)c3ccc4c(c3)NC(=O)C(CSCc3c(F)cccc3Cl)N4)CC2)cc1 (stereo unspecified)	2%	6%	15%	.	.
Nc1ncc2c(n1)CC(c1ccco1)CC2=O (stereo unspecified)	-9%	0%	5%	-3%	0.4%
COc1ccc(CNC(=O)CNC(=O)[C@@H]2Cc3ccccc3CN2)cc1	1%	7%	-7%	1%	0.4%
CCCc1nnc(NC(=O)Cn2cnc3ccccc3c2=O)s1	3%	4%	-7%	0%	i
COc1ccc(/C=c2/sc3n(c2=O)NC2(c4ccccc4)N(C)C(=O)N(C)C2(c2ccccc2)N=3)cc1 (stereo unspecified)	0%	1%	10%	4%	7.5%
Cn1cc(C=C2C(=O)CC(C)(C)CC2=O)c2ccccc21	-1%	-2%	?	2%	0.2%
CC(C)(C)c1ccc(C(=O)NCCOc2ccccc2)cc1	-4%	11%	9%	20%	0.8%
CC(CCc1ccccc1)NC(=S)NC1CCCCC1 (stereo unspecified)	-2%	-9%	42%	-4%	0.9%	VEEV TC-83 Vero 10K pilot screen=1.1
CCN1CCN(c2ccc(N3CCN(S(=O)(=O)c4cc([N+](=O)[O-])ccc4C)CC3)nn2)CC1	0%	7%	-5%	-4%	1.5%
O=C1/C(=C/c2ccccc2)SC(=S)N1CC(=O)N1CCCCC1c1cccnc1 (stereo unspecified)	-1%	57%	72%	15%	>25µM*
O=C(CCNC(=O)C1CCN(S(=O)(=O)c2ccc(F)cc2)CC1)Nc1nccs1	0%	1%	-12%	-12%	0.3%
COC(=O)Cc1cc(=O)[nH]c(/N=C(\N)Nc2ccc(C)cc2C)n1	-1%	2%	-11%	0%	0.1%
CC(C)(C)NC(=O)/C(=C\c1ccco1)NC(=O)c1ccco1	-10%	17%	-1%	-5%	1.1%
Cn1cc(CN2CCC(N3CCNC(=O)CC3)CC2)c(-c2ccccc2F)n1	6%	0%	-13%	2%	0.6%
CCn1c(C)c(Br)c(=O)c(C(=O)OC)c1-c1ccc(Cl)cc1	-6%	2%	-8%	8%	1.3%
C=CCSc1nc2ccccc2n1C(=O)/C=C/c1cc(OC)c(OC)c(OC)c1	1%	2%	75%	1%	2.6%
O=C1COc2ccc(S(=O)(=O)N3CCC(C(=O)NCc4ccccc4)CC3)cc2N1	13%	-7%	-13%	0%	0.3%
COc1ccc(CCNC(=O)CCSc2nc(-c3ccco3)cc(C(F)(F)F)n2)cc1	9%	-6%	34%	0%	3.4%
COc1ccc(OC)c(NC(=O)CCN2CCN(c3ccccc3F)CC2)c1	1%	-6%	11%	4%	1.6%
COc1ccc(CNC(=O)CCC(=O)N2CCN(C(C)=O)CC2)cc1	-8%	-5%	2%	6%	0.2%
O=[N+]([O-])c1ccc(NN=CCCc2ccccc2)nc1	.	.	.	-5%	i
CN(C(=O)COc1ccc(Br)cc1Cl)C1CCCCC1	-10%	11%	32%	7%	1.1%
CSc1nc(N2CCN(Cc3ccc4c(c3)OCO4)CC2)c2ccccc2n1	-4%	?	?	8%	i
Cc1nn2c(N3CCN(C4CCCC4)CC3)cc(C(C)(C)C)nc2c1-c1ccccc1	-5%	1%	3%	-1%	i
CSCCC(NC(=O)COc1ccccc1)C(=O)N1CCC(C(N)=O)CC1 (stereo unspecified)	.	-12%	-10%	6%	1.8%
